Screening results as filed in PubChem BioAssay.
KCNQ1 inh = blocks the human KCNQ1 potassium channel; P51787; CHO-K1 KCNQ1, FluxOR thallium flux fluorescence; active compounds read high; B-score at 10 µM; 310,000 compounds, 1.3% hits; AID 2642;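 active = compounds whose thallium flux B-score, printed positive for inhibition, exceeds three library SD while starting fluorescence stays within three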;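 note: channel opened by potassium depolarization with thallium stimulus after 20 min compound exposure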
Target sequence (P51787 whole entry, looked up): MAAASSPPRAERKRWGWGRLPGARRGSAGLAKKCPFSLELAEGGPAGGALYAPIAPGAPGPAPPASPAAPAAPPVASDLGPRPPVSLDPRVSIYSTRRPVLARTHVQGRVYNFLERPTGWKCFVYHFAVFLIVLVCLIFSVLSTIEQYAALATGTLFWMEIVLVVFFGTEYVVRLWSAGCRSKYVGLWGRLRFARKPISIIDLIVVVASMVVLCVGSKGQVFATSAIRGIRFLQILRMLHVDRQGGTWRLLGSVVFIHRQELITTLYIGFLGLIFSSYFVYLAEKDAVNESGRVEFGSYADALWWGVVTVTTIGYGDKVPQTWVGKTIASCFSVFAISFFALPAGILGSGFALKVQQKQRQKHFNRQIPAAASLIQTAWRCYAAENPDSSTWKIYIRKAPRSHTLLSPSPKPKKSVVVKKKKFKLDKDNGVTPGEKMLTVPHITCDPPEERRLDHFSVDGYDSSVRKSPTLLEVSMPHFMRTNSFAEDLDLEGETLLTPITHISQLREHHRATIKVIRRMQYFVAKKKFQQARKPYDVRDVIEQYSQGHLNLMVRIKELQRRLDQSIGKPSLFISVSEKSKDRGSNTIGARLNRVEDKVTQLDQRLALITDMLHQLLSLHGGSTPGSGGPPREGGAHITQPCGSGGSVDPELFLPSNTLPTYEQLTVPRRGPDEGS
MrgX1 agonist = activates human MrgX1 receptor signaling | 310,000 compounds, 0.44% hits | B-score at 10 µM | Q96LB2 | MrgX1-HEK293 cells, Fluo-4 calcium fluorescence, agonist mode; active compounds read high;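 active = calcium response B-score plate-corrected fluorescence ratio at least 3 library SD, with starting fluorescence B-score inside 5 SD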
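times = overnight plating, then 30 min 37 °C plus 30 min room-temperature dye loading | assay system = stable human MrgX1 HEK293 cell line | input = fifteen thousand cells per well | signal = kinetic calcium dye fluorescence, Fluo-4 NW | dosing = compound delivered in addition one of three | read-out = B-scored fluorescence response ratio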
RGS4 act = RGS4 potentiation or activation | HEK293 M3R/inducible RGS4, carbachol calcium flux Fluo4; active compounds read low | B-score at 10 µM | 310,000 compounds, 0.92% hits | AID 463111;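 active = B-score of the integrated calcium signal more than 4 SD below the library mean, with starting fluorescence not abnormally high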;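 note: negative B-score means reduced calcium response which marks RGS4 activation or potentiation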
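Assay system: Inducible-RGS4 HEK293 cells carrying M3 receptor | Schedule: Compound preincubation 20 min at room temperature before agonist | Signal: Kinetic calcium fluorescence imaging with Fluo4-AM dye, 2 µM | Read-out basis: B score from integrated fluorescence ratio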
MrgX1 allo act = allosterically activates human MrgX1 receptor signaling; MrgX1-HEK293, Fluo-4 calcium flux, FDSS; active compounds read high; Q96LB2; 310,000 compounds, 0.63% hits; B-score at 10 µM;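 active = plate-corrected calcium response at least 3 library SD above typical, normal starting fluorescence, not activating the receptor alone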;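 note: compound read alongside a low EC10 to EC30 dose of BAM8-22 agonist; peak minus trough fluorescence over baseline measured at the second addition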
KCNK9 block = inhibitors of human KCNK9 two-pore domain potassium channel | B-score at 10 µM | Q9NPC2 | HEK293 KCNK9, FluxOR thallium flux fluorescence; active compounds read low | AID 488922 | 310,000 compounds, 1.2% hits;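 active = ratio B-score over 3 SD below the library mean, with starting fluorescence within 5 SD of its mean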;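 note: negative B-score means less thallium flux so channel inhibition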
Target sequence (Q9NPC2 whole entry, looked up, the tested form may be a part): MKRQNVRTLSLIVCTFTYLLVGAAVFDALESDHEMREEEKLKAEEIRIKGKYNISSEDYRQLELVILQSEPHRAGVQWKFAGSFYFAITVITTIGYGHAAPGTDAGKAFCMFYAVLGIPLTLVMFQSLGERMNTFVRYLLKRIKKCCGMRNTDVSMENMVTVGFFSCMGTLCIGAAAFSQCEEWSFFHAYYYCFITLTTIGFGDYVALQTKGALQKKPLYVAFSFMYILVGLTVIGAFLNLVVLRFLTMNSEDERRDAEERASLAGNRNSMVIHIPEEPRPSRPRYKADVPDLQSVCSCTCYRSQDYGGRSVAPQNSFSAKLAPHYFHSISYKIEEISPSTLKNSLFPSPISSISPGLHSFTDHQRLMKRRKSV
TMEM16A act = activates or potentiates the mouse TMEM16A chloride channel | HEK293 TMEM16A/YFP-H148Q/I152L, iodide quench fluorescence; active compounds read low | Q8BHY3 | 340,000 compounds, 0.3% hits | B-score at 10 µM | AID 623877;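 active = fluorescence-ratio B-score plate-corrected deviation score at least 3 library SD below zero, with starting fluorescence score within 5 deviations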;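 note: channel opened by trigger with iodide after compound preincubation; score built on the fluorescence ratio of max minus min over baseline; more negative score means more quench and so TMEM16A activation or potentiation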
ANO1 block = blocks the mouse calcium-activated chloride channel TMEM16A; HEK293 TMEM16A/YFP iodide influx fluorescence, ionomycin; normalized B-score (activity score, 25-100; higher = stronger inhibition) at 10 µM; 310,000 compounds, 1.2% hits; AID 588511;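 active = ratio plate-corrected score three or more library SD toward inhibition, starting fluorescence score within five deviations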;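 note: score derived from kinetic fluorescence span divided by baseline fluorescence per well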
hERG protect = hERG (human) protection from proarrhythmic block; CHO-hERG, FluxOR thallium flux, dofetilide IC70 present; activation (rescue from dofetilide block), less the hit threshold, % at 10 µM; AID 1511; Q12809; 310,000 compounds, 0.51% hits;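 active = activation above the mean of controls blocked by dofetilide plus 5 SD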;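 note: thallium influx through hERG after potassium depolarization seen as dye fluorescence rise; in these data hits start at about 4.7%; inactives centre near -7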
KCNK3 inh = human KCNK3 channel inhibition, primary screen; 340,000 compounds, 0.84% hits; AID 602410; B-score at 10 µM; O14649; CHO-KCNK3 thallium flux, FluxOR fluorescence; active compounds read low;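 active = B-score under library mean minus 4 SD, starting fluorescence ratio at most library mean plus 5 SD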;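 note: more negative B-score means stronger inhibition of thallium flux through KCNK3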
RGS4 inh = human RGS4 inhibition; P49798; HEK293 M3R/RGS4 inducible, Fluo-4 calcium flux; active compounds read high; triggered by carbachol at its EC20; B-score at 10 µM; 310,000 compounds, 0.45% hits;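 active = B-score, a plate-corrected calcium signal, over three deviations above library mean, with baseline fluorescence within five deviations of library mean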;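 note: RGS4 expression induced by doxycycline in cells with stable M3 receptor; B-score is computed from the integrated fluorescence ratio over baseline after carbachol; higher B-score means a larger calcium signal and so more RGS4 inhibition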
KCNQ1 act = human KCNQ1 channel potentiation or activation; P51787; B-score at 10 µM; 310,000 compounds, 0.35% hits; CHO-K1 KCNQ1, thallium flux FluxOR fluorescence; active compounds read high; AID 2648;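 active = fluorescence ratio B-score, a plate-corrected score, at least three library SD, with initial intensity B-score within 5 SD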
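Medium – assay buffer, equal DMSO in all wells · Material – CHO-K1 cell line with stable KCNQ1 potassium channel expression · Signal – kinetic FluxOR thallium fluorescence, 10-s 1-Hz baseline, 110-s post-stimulus read · Compound – single concentration per compound, DMSO matched to controls · Schedule – 37 °C overnight plating, 90-min dark dye load, 20-min compound pretreatment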
An asterisk follows results filed as active.

For CCOc1ccc(S(=O)(=O)Nc2ccccc2C(=O)NCc2ccco2)cc1 the results were KCNQ1 inh inactive, MrgX1 agonist inactive, RGS4 act inactive, MrgX1 allo act inactive, KCNK9 block inactive, TMEM16A act inactive, ANO1 block inactive, hERG protect -5, KCNK3 inh inactive, RGS4 inh inactive and KCNQ1 act inactive.
Screening COc1ccc(-c2nc(CSCC(=O)N3CCc4ccccc4C3)c(C)o2)cc1OC returned KCNQ1 inh inactive, MrgX1 agonist inactive, RGS4 act inactive, MrgX1 allo act inactive, KCNK9 block inactive, TMEM16A act inactive, ANO1 block inactive, hERG protect -13, KCNK3 inh inactive, RGS4 inh inactive and KCNQ1 act inactive.
Screening Cc1ccc(C)c(NC(=O)NCc2ccccn2)c1 returned KCNQ1 inh inactive, MrgX1 agonist inactive, RGS4 act inactive, MrgX1 allo act inactive, KCNK9 block inactive, TMEM16A act inactive, ANO1 block inactive, hERG protect -2, KCNK3 inh inactive, RGS4 inh inactive and KCNQ1 act inactive.
For Cc1ccc2nc3c(cc2c1)c(NC(=O)c1ccco1)nn3CC(C)C the results were KCNQ1 inh inactive, MrgX1 agonist inactive, RGS4 act inactive, MrgX1 allo act inactive, KCNK9 block inactive, TMEM16A act inactive, ANO1 block inactive, hERG protect -3, KCNK3 inh inactive, RGS4 inh inactive and KCNQ1 act inactive.
O=C(c1ccco1)N1CCN(C(=O)c2cc3ccccc3oc2=O)CC1 was read as KCNQ1 inh inactive, MrgX1 agonist inactive, RGS4 act inactive, MrgX1 allo act inactive, KCNK9 block inactive, TMEM16A act inactive, ANO1 block inactive, hERG protect -3, KCNK3 inh inactive, RGS4 inh inactive and KCNQ1 act inactive.
Screening CCOC(=O)c1cc2ccccc2n1CCN(CC)CC returned KCNQ1 inh inactive, MrgX1 agonist inactive, RGS4 act inactive, MrgX1 allo act inactive, KCNK9 block inactive, TMEM16A act inactive, ANO1 block 25*, hERG protect -7, KCNK3 inh inactive, RGS4 inh inactive and KCNQ1 act inactive.
Screening O=S(=O)(c1cccc(F)c1)N1CCCN(c2ccc(C(F)(F)F)cn2)CC1 returned KCNQ1 inh inactive, MrgX1 agonist inactive, RGS4 act inactive, MrgX1 allo act inactive, KCNK9 block inactive, TMEM16A act inactive, ANO1 block inactive, hERG protect -7, KCNK3 inh inactive, RGS4 inh inactive and KCNQ1 act inactive.
For O=C(OCn1nnc2ccccc2c1=O)C1=COCCO1 the results were KCNQ1 inh inactive, MrgX1 agonist inactive, RGS4 act inactive, MrgX1 allo act inactive, KCNK9 block inactive, TMEM16A act inactive, ANO1 block inactive, hERG protect -8, KCNK3 inh inactive, RGS4 inh inactive and KCNQ1 act inactive.
`COc1ccc(NC(=O)C2CCCN2C(=O)OC(C)(C)C)cc1` (stereo not drawn) gave KCNQ1 inh inactive, MrgX1 agonist inactive, RGS4 act inactive, MrgX1 allo act inactive, KCNK9 block inactive, TMEM16A act inactive, ANO1 block inactive, hERG protect 0, KCNK3 inh inactive, RGS4 inh inactive and KCNQ1 act inactive.
N#CCSc1nccc(-c2cc(Cl)sc2Cl)n1 was read as KCNQ1 inh inactive, MrgX1 agonist inactive, RGS4 act inactive, MrgX1 allo act inactive, KCNK9 block inactive, TMEM16A act inactive, ANO1 block inactive, hERG protect -3, KCNK3 inh inactive, RGS4 inh inactive and KCNQ1 act inactive.
`CCCCN(C)C(=O)c1sc2ncn(CC)c(=O)c2c1C` gave KCNQ1 inh inactive, MrgX1 agonist inactive, RGS4 act inactive, MrgX1 allo act inactive, KCNK9 block inactive, TMEM16A act inactive, ANO1 block inactive, hERG protect -2, KCNK3 inh inactive, RGS4 inh inactive and KCNQ1 act inactive.
For Cc1ccc(-n2nnnc2-c2cnc(-c3cccnc3)nc2C(F)(F)F)cc1 the results were KCNQ1 inh inactive, MrgX1 agonist inactive, RGS4 act inactive, MrgX1 allo act inactive, KCNK9 block inactive, TMEM16A act inactive, ANO1 block inactive, hERG protect -17, KCNK3 inh inactive, RGS4 inh inactive and KCNQ1 act inactive.
`COCCNC(=S)N1CCN(c2nc(-c3ccccc3)cs2)CC1` gave KCNQ1 inh inactive, MrgX1 agonist inactive, RGS4 act inactive, MrgX1 allo act inactive, KCNK9 block inactive, TMEM16A act inactive, ANO1 block inactive, hERG protect -5, KCNK3 inh inactive, RGS4 inh inactive and KCNQ1 act inactive.
For O=C(Cn1nc2n(c1=O)-c1ccccc1SC2)N/N=C/c1ccncc1 the results were KCNQ1 inh inactive, MrgX1 agonist inactive, RGS4 act inactive, MrgX1 allo act inactive, KCNK9 block inactive, TMEM16A act inactive, ANO1 block inactive, hERG protect -3, KCNK3 inh inactive, RGS4 inh inactive and KCNQ1 act inactive.
`COC(=O)c1cc(S(=O)(=O)NCC2CCN(Cc3cc(C)ccc3C)CC2)cn1C` gave KCNQ1 inh inactive, MrgX1 agonist inactive, RGS4 act inactive, MrgX1 allo act inactive, KCNK9 block inactive, TMEM16A act inactive, ANO1 block inactive, hERG protect -5, KCNK3 inh inactive, RGS4 inh inactive and KCNQ1 act inactive.
For CCC(C)NC(=O)C(CCSC)NC(=O)c1ccccc1 (stereo not drawn) the results were KCNQ1 inh inactive, MrgX1 agonist inactive, RGS4 act inactive, MrgX1 allo act inactive, KCNK9 block inactive, TMEM16A act inactive, ANO1 block inactive, hERG protect -8, KCNK3 inh inactive, RGS4 inh inactive and KCNQ1 act inactive.
CCOC(=O)C1=C(C)OC(N)=C(C#N)C1c1cc2ccccc2nc1N1CCCCC1 (stereo not drawn) was read as KCNQ1 inh inactive, MrgX1 agonist inactive, RGS4 act inactive, MrgX1 allo act inactive, KCNK9 block inactive, ANO1 block inactive, hERG protect -8, RGS4 inh inactive and KCNQ1 act inactive.
Screening CCN(CC)CCNC(=O)CCn1nc(-c2ccc(Cl)cc2)ccc1=O returned KCNQ1 inh inactive, MrgX1 agonist inactive, RGS4 act inactive, MrgX1 allo act inactive, KCNK9 block inactive, TMEM16A act inactive, ANO1 block inactive, hERG protect -6, KCNK3 inh inactive, RGS4 inh inactive and KCNQ1 act inactive.
COc1cc2c(cc1OC)-c1cc(NC3CCCCCCC3)nc(=O)n1CC2 was read as KCNQ1 inh inactive, MrgX1 agonist inactive, RGS4 act inactive, MrgX1 allo act inactive, KCNK9 block inactive, TMEM16A act inactive, ANO1 block inactive, hERG protect -23, KCNK3 inh inactive, RGS4 inh inactive and KCNQ1 act inactive.
Screening Cc1c(C)c2c(OCC(=O)NC3CC3)cc3c(c2oc1=O)CCC(C)(C)O3 returned KCNQ1 inh inactive, MrgX1 agonist inactive, RGS4 act inactive, MrgX1 allo act inactive, KCNK9 block inactive, TMEM16A act inactive, ANO1 block inactive, hERG protect -8, KCNK3 inh inactive, RGS4 inh inactive and KCNQ1 act inactive.
Screening O=C(Cc1n[nH]c(=O)c2ccccc12)N1CCN(c2ccc(F)cc2)CC1 returned KCNQ1 inh inactive, MrgX1 agonist inactive, RGS4 act inactive, MrgX1 allo act inactive, KCNK9 block inactive, TMEM16A act inactive, ANO1 block inactive, hERG protect -20, KCNK3 inh inactive, RGS4 inh inactive and KCNQ1 act inactive.
Screening Cc1cc(C(=O)OCC(=O)c2c(N)n(C)c(=O)n(C)c2=O)c(C)o1 returned KCNQ1 inh inactive, MrgX1 agonist inactive, RGS4 act inactive, MrgX1 allo act inactive, KCNK9 block inactive, TMEM16A act inactive, ANO1 block inactive, hERG protect -3, KCNK3 inh inactive, RGS4 inh inactive and KCNQ1 act inactive.
Screening COc1cccc(NC(=O)CCNS(=O)(=O)c2cccc3nsnc23)c1 returned KCNQ1 inh inactive, MrgX1 agonist inactive, RGS4 act inactive, MrgX1 allo act inactive, KCNK9 block inactive, TMEM16A act inactive, ANO1 block inactive, hERG protect -5, KCNK3 inh inactive, RGS4 inh inactive and KCNQ1 act inactive.
Screening CCOC(=O)c1cn2cccnc2n1 returned KCNQ1 inh inactive, MrgX1 agonist inactive, RGS4 act inactive, MrgX1 allo act inactive, KCNK9 block inactive, TMEM16A act inactive, ANO1 block inactive, hERG protect -8, KCNK3 inh inactive, RGS4 inh inactive and KCNQ1 act inactive.
For CCCn1nc(C(=O)OCC(=O)Nc2cccc(S(N)(=O)=O)c2)c2ccccc2c1=O the results were KCNQ1 inh inactive, MrgX1 agonist inactive, RGS4 act inactive, MrgX1 allo act inactive, KCNK9 block inactive, TMEM16A act inactive, ANO1 block inactive, hERG protect -11, KCNK3 inh inactive, RGS4 inh inactive and KCNQ1 act inactive.
CCN(CC)S(=O)(=O)c1ccc(-c2nnc(SCC(=O)Nc3nc(C)cs3)o2)cc1 was read as KCNQ1 inh inactive, MrgX1 agonist inactive, RGS4 act inactive, MrgX1 allo act inactive, KCNK9 block inactive, TMEM16A act inactive, ANO1 block inactive, hERG protect 0, KCNK3 inh inactive, RGS4 inh inactive and KCNQ1 act inactive.
Screening O=C(c1c[nH]c(C(=O)C(Cl)(Cl)Cl)c1)c1ccccc1F returned KCNQ1 inh inactive, MrgX1 agonist inactive, RGS4 act inactive, MrgX1 allo act inactive, KCNK9 block inactive, TMEM16A act inactive, ANO1 block inactive, hERG protect -9, KCNK3 inh inactive, RGS4 inh inactive and KCNQ1 act inactive.
For Cc1cc(C)cc(C(=O)NC(CC(N)=O)c2ccc(N3CCC(Br)CC3)c([N+](=O)[O-])c2)c1 (stereo not drawn) the results were KCNQ1 inh inactive, MrgX1 agonist inactive, RGS4 act inactive, MrgX1 allo act inactive, KCNK9 block inactive, TMEM16A act inactive, ANO1 block inactive, hERG protect -13, KCNK3 inh inactive, RGS4 inh inactive and KCNQ1 act inactive.
`COc1cc2nc(CN(C)Cc3ccc(Cl)cc3)[nH]c(=O)c2cc1OC` gave KCNQ1 inh inactive, MrgX1 agonist inactive, RGS4 act inactive, MrgX1 allo act inactive, KCNK9 block inactive, TMEM16A act inactive, ANO1 block inactive, hERG protect -7, KCNK3 inh inactive, RGS4 inh inactive and KCNQ1 act inactive.
`O/N=C/c1ccccc1OCc1ccccc1Cl` gave KCNQ1 inh inactive, MrgX1 agonist inactive, RGS4 act inactive, MrgX1 allo act inactive, KCNK9 block inactive, TMEM16A act inactive, ANO1 block inactive, hERG protect -12, KCNK3 inh inactive, RGS4 inh inactive and KCNQ1 act inactive.
